# mHTT-CaM PPI inh: inhibitors of human mutant huntingtin-calmodulin interaction; inhibition, % at 15 µM; hit rate 3.6% among 190,000; P42858; AlphaScreen His-mHTT/GST-CaM binding, luminescence;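 note: 0% = both proteins with DMSO and 100% = one protein alone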
# Target sequence (P42858 whole entry, looked up, stated change not applied): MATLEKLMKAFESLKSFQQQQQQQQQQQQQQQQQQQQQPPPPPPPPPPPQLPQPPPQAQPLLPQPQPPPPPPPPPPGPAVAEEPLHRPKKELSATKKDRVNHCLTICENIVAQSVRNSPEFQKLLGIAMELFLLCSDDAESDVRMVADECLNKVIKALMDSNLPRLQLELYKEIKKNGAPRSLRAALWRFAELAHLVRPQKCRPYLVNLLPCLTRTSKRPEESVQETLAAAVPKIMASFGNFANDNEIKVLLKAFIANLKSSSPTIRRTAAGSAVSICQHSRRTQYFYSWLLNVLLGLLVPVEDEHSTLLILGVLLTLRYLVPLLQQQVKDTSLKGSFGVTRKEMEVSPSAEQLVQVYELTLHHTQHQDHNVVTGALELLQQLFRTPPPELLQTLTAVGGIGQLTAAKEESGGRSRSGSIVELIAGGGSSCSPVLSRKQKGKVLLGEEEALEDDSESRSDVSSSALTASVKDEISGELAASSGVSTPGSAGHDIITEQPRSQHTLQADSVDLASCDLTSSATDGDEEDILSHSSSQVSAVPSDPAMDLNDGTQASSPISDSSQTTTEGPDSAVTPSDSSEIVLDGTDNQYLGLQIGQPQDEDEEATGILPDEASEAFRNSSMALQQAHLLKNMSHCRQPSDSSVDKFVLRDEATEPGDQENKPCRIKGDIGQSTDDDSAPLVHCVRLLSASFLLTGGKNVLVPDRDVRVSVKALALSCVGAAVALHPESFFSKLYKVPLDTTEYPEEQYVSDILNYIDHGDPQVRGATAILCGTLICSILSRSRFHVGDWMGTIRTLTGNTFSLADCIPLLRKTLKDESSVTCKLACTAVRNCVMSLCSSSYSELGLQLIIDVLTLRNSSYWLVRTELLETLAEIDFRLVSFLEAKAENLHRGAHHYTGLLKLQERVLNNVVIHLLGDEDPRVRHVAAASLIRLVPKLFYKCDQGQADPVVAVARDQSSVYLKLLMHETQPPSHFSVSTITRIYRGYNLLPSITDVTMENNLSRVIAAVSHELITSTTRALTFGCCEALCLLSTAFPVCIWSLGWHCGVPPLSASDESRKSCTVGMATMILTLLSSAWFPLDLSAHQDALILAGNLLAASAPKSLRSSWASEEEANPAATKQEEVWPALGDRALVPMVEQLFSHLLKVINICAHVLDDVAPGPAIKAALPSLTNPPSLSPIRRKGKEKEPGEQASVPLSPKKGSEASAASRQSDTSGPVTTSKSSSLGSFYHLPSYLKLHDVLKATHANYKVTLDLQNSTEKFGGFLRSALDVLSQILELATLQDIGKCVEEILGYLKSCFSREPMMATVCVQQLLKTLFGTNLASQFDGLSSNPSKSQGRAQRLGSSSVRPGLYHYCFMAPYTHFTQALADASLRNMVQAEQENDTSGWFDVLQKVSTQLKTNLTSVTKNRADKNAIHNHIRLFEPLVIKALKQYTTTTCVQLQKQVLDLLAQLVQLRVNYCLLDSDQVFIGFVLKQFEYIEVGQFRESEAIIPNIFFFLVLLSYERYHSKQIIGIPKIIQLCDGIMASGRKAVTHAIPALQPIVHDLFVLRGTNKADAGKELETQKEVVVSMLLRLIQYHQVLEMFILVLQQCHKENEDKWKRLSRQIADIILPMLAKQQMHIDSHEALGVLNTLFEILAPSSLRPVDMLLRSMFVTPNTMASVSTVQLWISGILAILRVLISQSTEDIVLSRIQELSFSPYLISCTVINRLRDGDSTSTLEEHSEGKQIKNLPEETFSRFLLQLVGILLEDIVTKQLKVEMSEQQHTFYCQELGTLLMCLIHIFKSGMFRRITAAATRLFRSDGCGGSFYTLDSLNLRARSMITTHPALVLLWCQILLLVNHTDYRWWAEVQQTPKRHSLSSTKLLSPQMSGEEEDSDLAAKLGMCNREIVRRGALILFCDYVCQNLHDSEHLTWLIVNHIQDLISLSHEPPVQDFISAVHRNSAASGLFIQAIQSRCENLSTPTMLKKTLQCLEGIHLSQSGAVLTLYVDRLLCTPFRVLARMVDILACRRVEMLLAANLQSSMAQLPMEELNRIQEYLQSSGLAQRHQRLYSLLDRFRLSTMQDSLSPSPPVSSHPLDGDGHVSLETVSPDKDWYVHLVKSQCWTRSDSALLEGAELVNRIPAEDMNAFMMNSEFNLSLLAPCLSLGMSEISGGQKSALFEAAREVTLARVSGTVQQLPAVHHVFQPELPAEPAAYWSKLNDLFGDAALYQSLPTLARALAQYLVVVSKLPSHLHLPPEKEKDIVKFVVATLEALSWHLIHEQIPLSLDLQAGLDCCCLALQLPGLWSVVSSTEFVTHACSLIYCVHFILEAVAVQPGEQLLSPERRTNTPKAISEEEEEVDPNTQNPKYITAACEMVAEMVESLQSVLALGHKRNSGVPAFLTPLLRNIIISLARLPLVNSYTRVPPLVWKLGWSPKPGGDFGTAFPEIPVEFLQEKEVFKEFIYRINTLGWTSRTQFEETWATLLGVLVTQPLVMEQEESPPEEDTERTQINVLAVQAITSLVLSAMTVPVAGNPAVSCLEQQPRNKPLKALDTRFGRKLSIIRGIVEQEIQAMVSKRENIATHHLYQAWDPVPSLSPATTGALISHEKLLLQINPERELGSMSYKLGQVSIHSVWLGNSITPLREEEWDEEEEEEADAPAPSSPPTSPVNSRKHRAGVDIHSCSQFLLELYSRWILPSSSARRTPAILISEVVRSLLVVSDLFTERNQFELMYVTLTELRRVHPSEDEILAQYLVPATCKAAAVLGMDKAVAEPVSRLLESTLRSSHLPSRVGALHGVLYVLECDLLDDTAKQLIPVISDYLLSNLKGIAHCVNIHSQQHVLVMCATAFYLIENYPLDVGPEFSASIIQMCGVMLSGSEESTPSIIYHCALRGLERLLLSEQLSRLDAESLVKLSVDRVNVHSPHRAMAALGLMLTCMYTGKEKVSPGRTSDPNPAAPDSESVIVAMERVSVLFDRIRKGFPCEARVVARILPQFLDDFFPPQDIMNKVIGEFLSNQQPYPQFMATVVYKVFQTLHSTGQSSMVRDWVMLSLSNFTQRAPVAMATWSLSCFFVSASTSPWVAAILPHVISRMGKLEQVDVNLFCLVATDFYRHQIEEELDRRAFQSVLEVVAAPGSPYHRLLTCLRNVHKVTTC
# Pf apPOL block: Pf-apPOL DNA polymerase inhibition; Recombinant Pf-apPOL, molecular beacon fluorescence, 1.5 h; inhibition, % at 10 µM; AID 1794808; hit rate 0.25% among 210,000
# The depositor's hits bear a star; i = inactive; x = not tested or not shown; & = joins results of further samples. Cut-off read from the data, not from the text of the source: active = inhibition above about 50%; inactive = the rest. Random draw from the library; any-hit rate near 3.6%.
# Results follow in this order: mHTT-CaM PPI inh | Pf apPOL block
- Cc1ccc(N2CC(C(=O)NCCC(C)C)CC2=O)cc1Cl (stereo not drawn)
 : 1 | -3
- COc1ccc(NC(=O)CSc2cn(Cc3cccc(F)c3)c3ccccc23)cc1
 : 11 | 0
- Cc1c(S(=O)(=O)N2CCCC2c2ccc(F)cc2)cnn1-c1ccccc1 (stereo not drawn)
 : x | -8
- COc1ccc(C(=O)N(CC#N)CC#N)cc1OC
 : 2 | 1
- COc1ccc(C(=O)N2CCC(c3nc(C)ccc3C(=O)N3CCCC3)CC2)cc1
 : -2 | -2
- COc1ccc(OCCSc2nc3ccccc3c(=O)[nH]2)cc1
 : 5 | -7
- COc1ccc(CNC(=O)c2ccc3c(c2)N(C)C(=O)C2CCCCN32)cc1OC (stereo not drawn)
 : 26 | -2
- Cc1cc(Br)c(S(=O)(=O)N2CCC(C(N)=O)CC2)cc1C
 : -23 | -9
- CC(C)OCCCNC(=O)CCC(=O)N1CC2CCCN2c2ccccc21 (stereo not drawn)
 : 11 | -4
- Cc1ccc(-c2nc3ncccc3o2)cc1NC(=O)c1cc([N+](=O)[O-])ccc1Cl
 : -5 | -11
- COc1ccccc1C1CC(c2ccccc2O)=NC2(CCN(C(C)=O)CC2)N1 (stereo not drawn)
 : 41 | 0
- Cc1cccc(CNC(=O)C(=O)NCC2CCOC2)c1 (stereo not drawn)
 : -5 | 4
- Cc1ccc(NC(=O)N2CC3CCCN3c3ccccc32)cc1F (stereo not drawn)
 : 90* | 1
- COc1ccc(-c2cc(C(F)(F)F)nc(-n3cc(Cl)cn3)n2)cc1
 : -12 | 7
- CC1=C(C(=O)Nc2ccc(Cc3ccncc3)cc2)C2(CCCCC2)OC1=O
 : 26 | 2
- CCN(CC)S(=O)(=O)c1ccc2oc(C(=O)Nc3cccc(Cl)c3)c(C)c2c1
 : -10 | -6
- CN1CCCn2nc(C3CCN(C(=O)CC(C)(C)C)CC3)cc2C1=O
 : -4 | 0
- CC(C)NC(=O)c1csc(CN2CCN(c3ccccc3F)CC2)n1
 : -4 | -2
- Cc1ccc(C(=O)Nc2ccc(-c3ccc(NC(=O)c4ccc(C)o4)c(C)c3)cc2C)o1
 : 6 | 1
- N#Cc1cccc(N2C=C(C(=O)N3CCCCC3)S(=O)(=O)c3ccc(F)cc32)c1
 : 2 | 0
- O=C(Nc1ccc(Br)cc1)c1noc2c1CCC2
 : -8 | -6
- Cc1nnc(SCC(=O)N(c2ccccc2)C(C)C)[nH]c1=O
 : -11 | -2
- CCOc1ccc(C(=O)N2CCc3c(c(-c4nnc(-c5ccccc5F)o4)nn3C)C2)cc1
 : -5 | -3
- O=C(Sc1n[nH]c(=O)[nH]c1=O)c1ccc(Cl)cc1
 : 37 | -4
- COCCNC(=O)c1oc(=O)c2ccccc2c1-c1ccccc1
 : -11 | 5
- Cc1ccc(C(C)C)c(OCC(O)CNCC2CCCO2)c1 (stereo not drawn)
 : -3 | -115
- COc1ccc(S(=O)(=O)Nc2cccc(Cl)c2Cl)cc1
 : 5 | -6
- Cc1ccnc(N2CCCC(C(=O)N3CCN(c4cccc(C(F)(F)F)c4)CC3)C2)n1 (stereo not drawn)
 : 78* | 2
- COc1ccc(OC)c(/C=C2\NC(=O)N(Cc3ccc(Br)cc3)C2=O)c1
 : -57 | -4
- CC(c1ccccc1)C1OCC(CN2CCCCC2)O1 (stereo not drawn)
 : 2 | 3
- CCOc1ccccc1/C=c1\sc2nc(=O)c(Cc3ccccc3)nn2c1=O
 : 31 | -6
- COc1ccc(N2C(=O)C3CCCN3C2c2ccc(Br)cc2)cc1 (stereo not drawn)
 : 12 | -5
- O=C(c1cccc(OCC2CCCN(C(=O)C3CC3)C2)c1)N1CCCC1 (stereo not drawn)
 : -2 | 0
- OC(CCN1CCCCC1)(c1ccccc1)C1CCCCC1 (stereo not drawn)
 : x | 5
- Cc1cc(Br)ccc1OCC(=O)O/N=C(\N)c1ccccn1
 : i | 20
- Cc1ccc(C2Nc3ccccc3C(=O)N2c2ccccc2)s1 (stereo not drawn)
 : x | -15
- CCOc1ccccc1NC(=O)CSC1=Nc2ccccc2NC(CC(=O)OC)=C1
 : 18 | 0
- COc1ccccc1OCC(=O)Nc1ccc(C(C)=O)cc1
 : -4 | 8
- N#CCCC(CCC#N)C1=NCCc2ccccc21
 : 4 | -4
- CCc1[nH]nc(-c2ccccc2)c1NC(=O)Cc1ccccc1
 : -2 | 0
- O=C(CSc1nnc(-c2ccc(Cl)cc2)n1-c1ccccc1)N1CCCCC1
 : 7 | -3
- N#CC(C#N)=C1c2cc([N+](=O)[O-])ccc2-c2c1cccc2[N+](=O)[O-]
 : 9 | -2
- CCn1c(C(=O)N2CCOCC2)cc2sc(Br)cc21
 : -2 | -9
- CC1C(OCC(O)CSc2ccccn2)C2CCC1C2(C)C (stereo not drawn)
 : -41 | -3
- CC(C)CNC(=O)N1CCCC(C)(C(=O)NCc2ccc(F)cc2)C1 (stereo not drawn)
 : -9 | -2
- CSc1oc(-c2ccc(F)cc2)nc1S(=O)(=O)c1ccccc1
 : 5 | -2
- CCOC(=O)c1[nH]c2ccccc2c1NC(C)=O
 : 6 | -10
- CCCCN1CCN(C(=O)C2CCCN(c3nnc4ccc(Cl)cn34)C2)CC1 (stereo not drawn)
 : 6 | -4
- COc1ccccc1N1CCN(C(=O)Nc2ccccc2Cl)CC1
 : 0 | -2
- O=S(=O)(N=Cc1ccccc1)c1cccs1
 : 1 | -17
- CCN(CC)C(=O)Oc1ccc2c(c1)OC(=Cc1cccc(OC)c1)C2=O
 : 3 | -4
- Cc1ccc(NC(=O)C2CC(=O)N(CCc3c[nH]c4ccc(Cl)cc34)C2)cc1 (stereo not drawn)
 : 62* | 2
- Cc1ccc(-c2nnc(N3CCC(C(=O)NCc4ccc(N(C)C)cc4)CC3)o2)cc1
 : 24 | -6
- CCC(=O)Nc1cccnc1-c1ccc(C(=O)NCc2ccc(OC)cc2)cc1
 : -4 | -1
- CC(O)(CNC(=O)NCc1cccs1)C1CC1 (stereo not drawn)
 : -16 | -3
- CC(C)=CCOc1ccc2c(=O)c(-c3ccccc3)c(C)oc2c1
 : -29 | 6
- Cn1c(-c2ccccn2)n[nH]c1=S
 : x | -2
- Cn1c(=O)[nH]c(=O)c2c1nc1[nH]c(-c3ccc(Br)cc3)cn12
 : 9 | -1
- COc1nnc(-c2ccc(C)c(S(N)(=O)=O)c2)c2ccccc12
 : 1 | 2
- Cc1ccc(C(=O)N2CCCC2c2cccc(F)c2)cc1 (stereo not drawn)
 : -2 | 0

# Further entries follow:
# Results follow in this order: mHTT-CaM PPI inh | Pf apPOL block
- O=C(Nc1cccc(Cl)c1Cl)C1COc2ccccc2O1 (stereo not drawn)
 : -46 | 0
- COc1ccc(-c2noc(C3CCCN3C(=O)c3ccc4c(c3)OCO4)n2)cc1 (stereo not drawn)
 : 0 | -2
- Fc1ccc(Cn2[nH]nnc2=S)cc1
 : x | -3&-6
- N#CCCN(CCC#N)S(=O)(=O)c1ccc(C(=O)Nc2nnc(C3CC3)o2)cc1
 : 4 | -4
- COc1ccc(CN2CC(C(=O)NCCCN3CCCCCC3)CC2=O)cc1 (stereo not drawn)
 : 11 | -3
- Cc1ccc(CN2CC34C=CC(O3)C(C(=O)NCc3ccc(F)cc3)C4C2=O)cc1 (stereo not drawn)
 : 1 | 0
- CCn1c(N)c(C(N)=O)sc1=S
 : 1 | x
- O=C(O)c1ccc(Cl)cc1N=Cc1nc(-c2ccccc2Br)oc1O
 : 3 | 2
- CC(=O)N1CCc2cc(C)c(S(=O)(=O)Nc3cccc(F)c3)cc21
 : 4 | -3
- CNC(=O)CN1C(=O)C(C)SC1c1cccc(C)c1 (stereo not drawn)
 : 5 | -4
- COc1ccc(C(O)=Cc2nc3cc(Cl)ccc3oc2=O)cc1
 : 7 | -9
- COC(=O)C(Cc1ccccc1)NC(=O)N1CCCn2nc(-c3cccnc3)cc2C1 (stereo not drawn)
 : 15 | 1
- CC(=Nc1cccc([N+](=O)[O-])c1)C1=C(O)c2ccccc2C1=O
 : -2 | -4
- COc1ccc(CNC(=O)c2cc3n(n2)CCCN(Cc2ccc(Cl)cc2)C3=O)cc1
 : 9 | 12
- CCOCC(=O)N1CCCC(COc2ccc(C(=O)N3CCC(C)CC3)cc2)C1 (stereo not drawn)
 : 33 | -1

# Reformatted field by field: part of the list above.
O=C(O)c1ccc(Cl)cc1N=Cc1nc(-c2ccccc2Br)oc1O
  mHTT-CaM PPI inh: 3	Pf apPOL block: 2
Cc1ccc(NC(=O)N2CC3CCCN3c3ccccc32)cc1F (stereo not drawn)
  mHTT-CaM PPI inh: 90*	Pf apPOL block: 1

# Other entries.
Compound,mHTT-CaM PPI inh,Pf apPOL block
COc1ccc(Cl)cc1S(=O)(=O)N1CCc2nc3cc[nH]n3c(=O)c2C1,-3,-2
CC(O)(C#CCN1CCCC1)c1ccccc1 (stereo not drawn),4,-3
COc1ccc(NS(=O)(=O)c2cc(-c3n[nH]c(=O)c4ccccc34)ccc2C)cc1C(N)=O,8,-72
CCOc1ccc(N2C(=O)Nc3ccc(Br)cc3C2(O)C(=O)N2CCCC2)cc1 (stereo not drawn),13,-4
CCCCN(Cc1ccccc1)S(=O)(=O)c1cc(Br)cc2c1N(C(C)=O)CC2,3,2
COc1ccc(-c2nc3c(c(=O)[nH]2)CCN(C(C)=O)C3)cc1,1,0
CC(C)(C)SCCNC(=O)C(C)(C)C,x,-7
O=C(CN(CCc1ccccc1)S(=O)(=O)c1ccc(Br)cc1)NC1CC1,7,3
COc1ccc(S(=O)(=O)N2CCC(c3noc(-c4ccccc4)n3)CC2)cc1,-5,-7
COc1ccc(-n2c(=O)[nH]cc(C(=O)Nc3cccc(Cl)c3C)c2=O)cc1,-14,-3

# Grouped by structure, the compounds so far with a nitro group on carbon.
Compound,mHTT-CaM PPI inh,Pf apPOL block
Cc1ccc(-c2nc3ncccc3o2)cc1NC(=O)c1cc([N+](=O)[O-])ccc1Cl,-5,-11
N#CC(C#N)=C1c2cc([N+](=O)[O-])ccc2-c2c1cccc2[N+](=O)[O-],9,-2
CC(=Nc1cccc([N+](=O)[O-])c1)C1=C(O)c2ccccc2C1=O,-2,-4

# The list goes on.
Compound,mHTT-CaM PPI inh,Pf apPOL block
Cc1ccc(SCC(=O)Nc2ccc(F)cc2)cc1,x,-6
Oc1ccc(Cl)cc1N=Cc1cccc(Cl)c1,7,6
CCCCCCCc1c(O)c2cccc3c4ccccc4n(c1=O)c23,x,-4
O=C(NCc1ccc(F)cc1)C1CCCN(c2nnc3ccc(Cl)cn23)C1 (stereo not drawn),4,-6
Cc1cc(F)ccc1NC(=O)c1c(O)c2cccnc2n(-c2ccccc2)c1=O,-3&-10,-4&-8
Cc1cc(=O)c2c([nH]1)C(O)=C(CN(C)C)C(=O)C2=O,-3&1,5&-5
Cc1cccc(C(=O)NC2CCN(c3ccccc3C(=O)N(C)C(C)C)CC2)c1,9,1
Cc1ccc(N2N=C(C(=O)c3ccccc3)SC23SCC(=O)N3c2ccccc2)cc1 (stereo not drawn),x,-2
Cc1nc(-c2ccncc2)nc2c1CCC(=O)N2CCc1ccccn1,13,15
COc1ccc(C(=O)NCCNc2c(Cl)cccc2[N+](=O)[O-])cc1Cl,17,-5
Cc1ccc(Cn2cc(CN3[C@@H](CC(C)C)COc4cc(Br)ccc4S3(=O)=O)nn2)cc1,5,0
Cc1ccc(S(=O)(=O)NC2=NCN(CC(=O)O)CN2)cc1,0,0
COc1ccc(OC)c(C2C(C(C)=O)=C(O)C(=O)N2c2ccc(F)cc2)c1 (stereo not drawn),4,-6
O=C(Nc1ccc(Cl)cc1Cl)N1CCCCC1,x,1
C=CCNC(=O)C1(c2ccc(NS(=O)(=O)c3ccccc3)cc2)CCCCC1,4,-2
N#CC1=C(N)OC2=C(C(=O)CC(c3ccccc3)C2)C1c1ccc(Br)s1 (stereo not drawn),8,0
COC(=O)N1C2C=CC(C2)C1(C(F)(F)F)C(F)(F)F (stereo not drawn),x,-2
CN1CCCc2cc(C(=O)NCc3ccc(Cl)cc3)sc21,10,0
CS(=O)(=O)N1CCC(C(=O)Nc2ccc(CC(=O)NCc3cccs3)cc2)CC1,-2,3
COc1ccc(CN2CC(C(=O)NCCCN3CCCC3)CC2=O)cc1 (stereo not drawn),-4,5
COc1ccc(NC(=O)CC(NCC(C)O)C(=O)O)c(OC)c1 (stereo not drawn),-1,-7
CC(C)(C)c1ccc(C(=O)ON=C(N)CS(=O)(=O)C(C)(C)C)cc1,x,1
COc1ccc(OCC(=O)Nc2ccc(NC(=O)c3cccs3)cc2)cc1,11,-9
COc1cccc(NC(=O)c2cccc([N+](=O)[O-])c2)c1,-3,-1
COc1ccc(/C(N)=N/OC(=O)CCCc2ccccc2)cc1OC,i,-2
O=[N+]([O-])c1ccc(S(=O)(=O)Nc2ccc(N3CCCCS3(=O)=O)cc2)cc1,-7,-4
CC1CCN(CC2CCN(S(=O)(=O)c3ccc(Cl)cc3)CC2)CC1,10,-3
COc1cc2c(cc1OC)-c1nncn1C(C)(C)C2,0,23
O=[N+]([O-])c1ccc(C2NCCCN2Cc2ccccc2)cc1 (stereo not drawn),6,0
C/C(=N\OC(=O)c1ccccc1I)c1cccnc1,i,3

# One compound at a time, from the list above. Order of values: mHTT-CaM PPI inh, Pf apPOL block
# COc1cc2c(cc1OC)-c1nncn1C(C)(C)C2 is listed as 0, 23
# C/C(=N\OC(=O)c1ccccc1I)c1cccnc1 is listed as i, 3

# (cont.)
Compound,mHTT-CaM PPI inh,Pf apPOL block
N#Cc1cccc(S(=O)(=O)N2CCC(CN3CCCCC3)CC2)c1,2,-3
Cc1c2occ(-c3ccc4c(c3)OCO4)c2cc2c3c(c(=O)oc12)CCCC3,2,-7
Clc1ccccc1-c1nnc(-c2ccc(Br)cc2)o1,-7,-10
Cc1ccccc1CC(CC(=O)O)C(=O)O (stereo not drawn),-2,2
COCCNC(=O)c1cc2c(s1)CCN(C(=O)c1ccccc1)C2,-7,-4
Cn1ccnc1/C=N/Nc1cc(Cl)cc(Cl)c1,i,x
COc1cc([N+](=O)[O-])ccc1N=Cc1ccccc1O,0,-5

# From PubChem
